Source: PubChem BioAssay
tuberculosis growth = growth inhibition of non-replicating M. tuberculosis (AID 488890); Mycobacterium tuberculosis non-replicating, growth inhibition; higher % means a stronger effect; one-dose inhibition, % at 25 µM; IC50 in µM for titrated hits; actives 0.39% (n = 320,000); in the data active = a potency from the dose series; inconclusive = inhibition mostly from about 82% at the one dose, without a potency; inactive = the rest, 99 in 100 with inhibition below about 76%;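 also: plate controls were DMSO cells for no effect and high antibiotic wells for full effect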
M. tuberculosis HTS = M. tuberculosis growth inhibition, HTS (AID 449762); actives 0.59% (n = 330,000); inhibition, % at 25 µM; hits with a dose series show IC50 in µM; M. tuberculosis H37Rv growth inhibition, 7H9 media; higher % means a stronger effect; in the data active = a potency from the dose series; inconclusive = inhibition above about 70% without an active follow-up result;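 also: bacterial growth assessed after seven days of incubation; strong numbers were not always called active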
VEEV TC-83 Vero = inhibitors of VEEV TC-83 cytopathic effect, confirmation, Vero cells (AID 588727); Vero cells, VEEV TC-83 cytopathic effect inhibition; higher % means a stronger effect; inhibition, % at 20 µM; hits with a dose series show IC50 in µM; actives 0.13% (n = 350,000); in the data active = a potency from the dose series; inconclusive = inhibition mostly from about 14% at the one dose, without a potency; inactive = the rest, 99 in 100 with inhibition below about 12%; also: strong numbers were not always called active
H1N1 NS1A inhibition = NS1A inhibition, H1N1 influenza, cell based functional assay (AID 504329); inhibition, % at 12.5 µM; hits with a dose series show IC50 in µM; actives 0.3% (n = 340,000); NS1A functional cell-based assay, percent inhibition; higher % means a stronger effect; in the data active = a potency from the dose series; inconclusive = inhibition above about 27% without an active follow-up result; also: strong numbers were not always called active
Salmonella PhoP GFP = PhoP regulon inhibitors, Salmonella typhi PhoP promoter GFP reporter, confirmatory (AID 1850). inhibition, % at 50 µM; hits with a dose series show IC50 in µM. Salmonella Typhi PhoP-promoter GFP reporter, fluorescence, 4 h; higher % means a stronger effect. actives 0.33% (n = 310,000); in the data active = a potency from the dose series; inconclusive = inhibition mostly from about 25% at the one dose, without a potency; inactive = the rest, 99 in 100 with inhibition below about 19%;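 also: 0% = induced wells with vehicle and 100% = uninduced wells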
VEEV TC-83 Vero 10K pilot screen = recorded beside VEEV TC-83 Vero, whose call it bears; inhibition, %; measured here: 10K pilot screen inhibition
* marks the source's active call; other numbers are inactive results; i = inactive; ? = inconclusive; . = not tested or not shown.

SMILES	tuberculosis growth	M. tuberculosis HTS	VEEV TC-83 Vero	H1N1 NS1A inhibition	Salmonella PhoP GFP	others
O=C(O)C1Cc2ccccc2CN1C(=O)c1ccco1 (stereo not given)	13.6%	-13.3%	1.6%	-3.5%	-7.0%
O=C(CCNC(=O)c1ccc(Cl)cc1)NCC(c1ccco1)N1CCCC1 (stereo not given)	.	.	0.3%	-3.0%	.
Cc1c(C(=O)c2ccc(Cl)cc2Cl)cnc2cc3c(cc12)OCO3	52.0%	6.9%	3.2%	-5.4%	-0.9%
CCC(=O)Nc1cccc(C2=NOC3(C2)C[C@@H](C(N)=O)N(C(=O)c2cc([N+](=O)[O-])cc([N+](=O)[O-])c2)C3)c1 (stereo not given in full)	60.5%	55.4%	i	-13.1%	3.9%
O=C1CNc2ccc(C(=O)N3CCN(c4ccccn4)CC3)cc2N1	-3.9%	-2.0%	4.4%	-2.4%	5.1%
CN(Cc1cccs1)C(=O)c1cccc(S(=O)(=O)N2CCCCCC2)c1	34.4%	-1.0%	1.6%	-6.0%	.
C=CCNC(=S)NCc1ccccc1OC	47.3%	5.6%	0.1%	-3.0%	6.4%
O=C(NCc1ccco1)Nc1ccc2snnc2c1	-8.0%	-3.3%	i	3.6%	-0.3%	VEEV TC-83 Vero 10K pilot screen=0.6
Cc1ccc(/S(C)=N/S(=O)(=O)c2ccc(C)cc2)cc1 (stereo not given)	-9.1%	-4.6%	0.2%	-5.8%	1.2%
COC(=O)C1=C(C)N(CCc2ccc(OC)cc2)C(=O)C1	26.9%	0.8%	5.5%	2.9%	-11.6%
CC(=O)c1c(C)[nH]c(C(=O)N2CCCCCC2)c1C	-0.9%	3.4%	0.2%	3.5%	14.0%	VEEV TC-83 Vero 10K pilot screen=0.3
O=C(c1ccc2c(c1)OCCCO2)c1cccs1	35.1%	-3.0%	i	1.9%	6.0%
CC1CN(C(=O)c2cc(-c3ccc(Cl)s3)nc3ccccc23)CC(C)O1 (stereo not given)	12.6%	?	6.7%	-0.9%	-3.4%
CC(C)C(C)(C#N)NC(=O)CSc1nc(C2CCCCC2)n(-c2ccccc2)n1 (stereo not given)	-3.2%	0.3%	4.9%	4.6%	-8.6%
CC1CCC(NC(=O)C2CC(O)CN2S(=O)(=O)c2ccc([N+](=O)[O-])cc2)CC1 (stereo not given)	11.1%	0.6%	1.4%	-7.0%	.
CCN1CCN(C(=S)c2ccc(-c3ccccc3)cc2)CC1	5.4%	4.0%	1.0%	6.1%	-11.3%	VEEV TC-83 Vero 10K pilot screen=0.2
N/C(=N\OC(=O)c1cc([N+](=O)[O-])ccc1Cl)c1cccnc1	2.8%	-8.7%	4.2%	-18.4%	-0.3%
CC(/C=C/c1ccco1)=N\NC(=O)C(O)c1ccccc1 (stereo not given)	15.2%	4.1%	0.7%	2.0%	-0.7%
CC(=O)c1cccc(OCC(O)CN2CC=C(c3ccccc3)CC2)c1 (stereo not given)	12.0%	-7.3%	i	-9.2%	6.8%
CC(C)CCNC(=O)c1cnn2c(C(F)(F)F)cc(-c3ccco3)nc12	16.2%	7.4%	i	-6.4%	-7.7%
CC1(c2ccc(Cl)cc2)NC(=O)N(CC(=O)Nc2cccnc2Cl)C1=O (stereo not given)	-3.8%	-6.9%	6.2%	-3.0%	-9.2%
CSc1nc2ccc(NC(=O)c3ccc(=O)n(C)n3)cc2s1	13.0%	1.6%	3.1%	0.6%	-6.8%
Cc1cc(O)ccc1NS(=O)(=O)c1ccc2c3c(cccc13)C(=O)N2	6.0%	-0.1%	6.6%	6.5%	10.1%
C[C@@H](NC(=O)Cn1ccc(NC(=O)OCc2ccccc2)nc1=O)c1cccc2ccccc12	-9.4%	1.3%	3.3%	3.0%	.
Cc1cc(Br)ccc1OCCNCc1ccccc1	57.7%	13.6%	1.7%	1.1%	11.4%
CCc1nnc(NC(=O)c2ccc(OCc3c(C)noc3C)c(OC)c2)s1	-6.0%	0.9%	2.1%	-10.0%	2.9%
O=C1c2ccccc2C(=O)N1CCc1nc(-c2cccnc2)no1	-35.8%	-10.1%	0.1%	5.8%	-1.9%
COc1c(Cl)cc(Br)c(OC)c1C(=O)NC(=O)Nc1nc(C)cc(C)n1	-13.0%	4.9%	0.1%	-14.7%	-11.7%
O=C(COC(=O)c1ccc2ncsc2c1)Nc1ccc(Cl)cc1	-2.4%	6.2%	1.3%	-6.5%	.
COCCCn1c(=O)c2sccc2n2c(CCCC(=O)NCc3ccc(F)cc3)nnc12	0.7%	2.4%	5.6%	-1.2%	6.3%
NC(=O)c1ccc(NC(=O)CSc2nnc(-c3cccnc3)n2Cc2ccco2)cc1	-4.4%	-0.7%	i	6.0%	-15.3%
COc1ccc2[nH]c(=O)c(C(=O)O)cc2c1	.	3.1%	i	8.1%	5.9%
COc1ccc2c(c1)OC[C@H]1[C@H]2N2C(=O)c3ccc(F)cc3NC(=O)[C@@]2(C)[C@H]1c1ccccc1	.	.	1.0%	-11.2%	.
Cc1c(C(=O)Cc2ccccc2)n(C)c2ccccc12	21.3%	-0.1%	5.1%	-7.8%	1.4%
CCOc1cc(S(=O)(=O)n2ccnc2)ccc1Cl	-1.8%	0.0%	i	-1.7%	-9.7%
CC(C)Cc1nnc(NC(=O)C2CCN(C(=O)c3ccc(F)cc3)CC2)s1	9.6%	0.9%	6.5%	-4.5%	-3.8%
Cc1ccc(S(=O)(=O)NCC(c2ccc3c(c2)OCO3)N2CCN(c3ccccc3)CC2)cc1 (stereo not given)	-2.6%	-1.4%	0.6%	-19.9%	5.4%
Cc1ccn(CCNC(=O)C2CCC(=O)N(CCc3ccc(Cl)cc3)C2)n1 (stereo not given)	-16.4%	-19.4%	1.0%	-3.5%	-3.2%
COC(=O)C1=C(c2ccccc2)C[C@@H]2CC[C@H]1N2C(=O)N1CCC(O)CC1	-1.1%	3.9%	0.5%	-0.9%	-6.0%
Cc1ccc(/C=N/NC(=O)c2ccc3nc[nH]c3c2)o1	-1.1%	5.8%	i	10.8%	-16.8%
COc1cc(NC(=O)C/C(C)=N/NC(=O)C2CCCCC2)c(OC)cc1Cl	-10.8%	-2.5%	0.7%	-0.5%	8.1%
CCC(C)N1CCNCC1 (stereo not given)	9.8%	0.0%	1.5%	-13.6%	-1.7%
Cc1ccc2c(c1)C(c1ccccc1)N(C(=O)c1ccc(Br)o1)CC(=O)N2 (stereo not given)	29.4%	0.0%	8.1%	0.8%	2.5%
Cc1ccc(C2(C)NC(=O)N(CC(=O)Nc3ccccc3C(=O)N3CCCCC3)C2=O)cc1 (stereo not given)	1.0%	-3.9%	0.8%	3.8%	-5.5%
NS(=O)(=O)c1ccc(CNC(=S)Nc2ccc(Cl)c(Cl)c2)cc1	19.1%	5.8%	3.6%	-0.8%	2.5%
CC(C)Cc1nnc(NC(=O)CN2C(=O)NC3(CC(C)CC(C)(C)C3)C2=O)s1 (stereo not given)	30.5%	-4.0%	4.2%	-4.7%	3.8%
CCOC(=O)c1c(N)sc2c(OC)c(Br)ccc12	7.4%	39.2%	2.0%	10.6%	-3.2%
CC(C)=CCN1CCN(C/C(Cl)=C/c2ccccc2)CC1CCO (stereo not given)	55.5%	1.9%	i	-5.9%	-3.3%

19 structures already listed, arranged by molar mass, low to high.
SMILES	tuberculosis growth	M. tuberculosis HTS	VEEV TC-83 Vero	H1N1 NS1A inhibition	Salmonella PhoP GFP	others
COc1ccc2[nH]c(=O)c(C(=O)O)cc2c1	.	3.1%	i	8.1%	5.9%
CC(=O)c1c(C)[nH]c(C(=O)N2CCCCCC2)c1C	-0.9%	3.4%	0.2%	3.5%	14.0%	VEEV TC-83 Vero 10K pilot screen=0.3
Cc1c(C(=O)Cc2ccccc2)n(C)c2ccccc12	21.3%	-0.1%	5.1%	-7.8%	1.4%
Cc1ccc(/C=N/NC(=O)c2ccc3nc[nH]c3c2)o1	-1.1%	5.8%	i	10.8%	-16.8%
O=C(NCc1ccco1)Nc1ccc2snnc2c1	-8.0%	-3.3%	i	3.6%	-0.3%	VEEV TC-83 Vero 10K pilot screen=0.6
CC(/C=C/c1ccco1)=N\NC(=O)C(O)c1ccccc1 (stereo not given)	15.2%	4.1%	0.7%	2.0%	-0.7%
Cc1ccc(/S(C)=N/S(=O)(=O)c2ccc(C)cc2)cc1 (stereo not given)	-9.1%	-4.6%	0.2%	-5.8%	1.2%
O=C1c2ccccc2C(=O)N1CCc1nc(-c2cccnc2)no1	-35.8%	-10.1%	0.1%	5.8%	-1.9%
N/C(=N\OC(=O)c1cc([N+](=O)[O-])ccc1Cl)c1cccnc1	2.8%	-8.7%	4.2%	-18.4%	-0.3%
O=C1CNc2ccc(C(=O)N3CCN(c4ccccn4)CC3)cc2N1	-3.9%	-2.0%	4.4%	-2.4%	5.1%
O=C(COC(=O)c1ccc2ncsc2c1)Nc1ccc(Cl)cc1	-2.4%	6.2%	1.3%	-6.5%	.
CC(C)CCNC(=O)c1cnn2c(C(F)(F)F)cc(-c3ccco3)nc12	16.2%	7.4%	i	-6.4%	-7.7%
CCc1nnc(NC(=O)c2ccc(OCc3c(C)noc3C)c(OC)c2)s1	-6.0%	0.9%	2.1%	-10.0%	2.9%
Cc1ccn(CCNC(=O)C2CCC(=O)N(CCc3ccc(Cl)cc3)C2)n1 (stereo not given)	-16.4%	-19.4%	1.0%	-3.5%	-3.2%
NS(=O)(=O)c1ccc(CNC(=S)Nc2ccc(Cl)c(Cl)c2)cc1	19.1%	5.8%	3.6%	-0.8%	2.5%
CC1(c2ccc(Cl)cc2)NC(=O)N(CC(=O)Nc2cccnc2Cl)C1=O (stereo not given)	-3.8%	-6.9%	6.2%	-3.0%	-9.2%
CC(C)Cc1nnc(NC(=O)CN2C(=O)NC3(CC(C)CC(C)(C)C3)C2=O)s1 (stereo not given)	30.5%	-4.0%	4.2%	-4.7%	3.8%
CC(C)C(C)(C#N)NC(=O)CSc1nc(C2CCCCC2)n(-c2ccccc2)n1 (stereo not given)	-3.2%	0.3%	4.9%	4.6%	-8.6%
COc1c(Cl)cc(Br)c(OC)c1C(=O)NC(=O)Nc1nc(C)cc(C)n1	-13.0%	4.9%	0.1%	-14.7%	-11.7%

Carrying on.
SMILES	tuberculosis growth	M. tuberculosis HTS	VEEV TC-83 Vero	H1N1 NS1A inhibition	Salmonella PhoP GFP	others
O=Cc1ccc(OCc2ccc3ccccc3c2)cc1	68.2%	0.0%	2.0%	-0.9%	4.9%
O=C1NC(=O)/C(=C\c2ccccc2OCc2cccc([N+](=O)[O-])c2)N1	0.1%	11.4%	1.7%	-3.8%	-3.8%
O=C(Nc1ccc(Nc2ccncc2)cc1)c1ccc([N+](=O)[O-])cc1	-0.8%	-1.1%	?	-19.3%	49.8%
CCCCn1c(O)c(/C=N/N2CCCCC2c2cccnc2)c(=O)[nH]c1=S (stereo not given)	14.8%	5.9%	1.1%	13.6%	-9.7%
CC(=O)NC1=NN(C(C)=O)C(c2ccco2)S1 (stereo not given)	-5.1%	-4.1%	i	-13.7%	1.7%
CCC(CC)c1nnc(NC(=O)C2CC(=O)N(CCc3ccc(F)cc3)C2)s1 (stereo not given)	7.6%	-5.2%	0.8%	-9.7%	-8.7%
CC(C(c1ccc2c(c1)OCO2)c1c(N)n(C)c(=O)n(C)c1=O)[N+](=O)[O-] (stereo not given)	?	2.54µM*	i	-16.4%	2.1%
CN(C)S(=O)(=O)c1cccc(NC(=O)c2ccc(NS(=O)(=O)c3cccs3)cc2)c1	11.7%	7.9%	8.3%	-0.9%	.
NS(=O)(=O)c1ccc(CNC(=O)c2ccncc2)cc1	-12.2%	2.4%	1.4%	26.1%	-6.7%
COc1ccc(C(CNC(=O)c2ccc(NS(=O)(=O)c3ccc(F)cc3)cc2)N2CCOCC2)cc1 (stereo not given)	-10.1%	-11.7%	4.0%	-1.8%	-1.8%
COc1ccccc1-c1ccc(=O)n(CC(=O)NC(C)(C)C)n1	-13.1%	0.7%	2.2%	21.3%	-9.5%
Cc1ccc(C)c(N2CCN(CCCNC(=O)Cn3cccc3C(=O)c3ccccc3C)CC2)c1	70.3%	?	3.5%	12.2%	-7.1%
Cc1nn(C)c(C)c1S(=O)(=O)N(CC(=O)NCCCOC(C)C)c1ccc(C(C)C)cc1	-0.1%	-2.5%	i	5.4%	-2.9%
O=C(COc1ccc(S(=O)(=O)N2CCCC2)cc1Cl)NCc1cccnc1	-5.8%	-1.4%	1.7%	-2.5%	3.0%
